Compound activity deposited in PubChem by National Center for Advancing Translational Sciences (NCATS).
GFP derepression: qHTS Assay for Epigenetic Modulators. mouse C127i GFP locus derepression, cytometry, 30 h. AID 597, 2007. 68,000 tested, 0.09% active. Potency, µM (titrated, usually from 46.1 µM), without a hit: at the highest dose GFP derepression (activation); note: % of control where 0% means no effect
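Derepression screen: silenced CMV-GFP reporter in murine C127i cells, 30 h compound incubation at 37 C, washed cells imaged by laser-scanning cytometer to enumerate GFP-expressing objects of 20 to 120 um.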
Pol III holo inh: qHTS Assay for Inhibitors of DNA Polymerase III Holoenzyme System. reconstituted DNA polymerase III holoenzyme replication, biochemical. Potency, µM (top dose mostly 57.1 µM), for the others: at the highest dose activity change, negative = inhibition. 71,000 tested, 0.25% active; note: potency is the fitted concentration of half-maximal effect; % is set by controls: 0 for no effect and ±100 for the full control effect
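Reconstituted *E. coli* holoenzyme (0.35 nM Pol III, 1 nM beta, 154 nM SSB, 2 nM primase) was preincubated with compound for 15 min at RT. Synthesis on 1.4 nM ssM13Gori ran 35 min, then was stopped with PicoGreen/EDTA and read as dsDNA fluorescence.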
Rhodamine fluor: qHTS Assay for Spectroscopic Profiling in Rhodamine Spectral Region; Rhodamine-region fluorescence, 547/598 nm, Tris buffer; active compounds read high; max dye-equivalent concentration, M; 59,000 tested, 0.05% active; AID 594, 2007; in the data active = max dye-equivalent concentration above about 11 nM; inconclusive = between about 1.1 nM and that limit
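Steps: pin-transfer compounds into pH 8.0 Tris (100 mM), hold 15 min at room temperature, image with a 547/598 nm filter pair, and convert intensities to rhodamine-equivalent concentration using a six-point on-plate rhodamine series.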
HBB splicing: qHTS Assay for Modulators of Hemoglobin Beta Chain Splicing; 65,000 tested, 0.06% active; AID 925, 2007; Potency, µM (doses to about 46.1 µM), for inactives: at the highest dose activation, usual class: activators; HBB splicing reporter cell assay, activation; EGFP reporter with mutant IVS2-654 intron; response scale: normalised to 500 nM splice-correcting PNA; note: potency is the fitted concentration of half-maximal effect; 0% is about no effect
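Compounds were applied for 2 days to HeLa EGFP-654 cells, 500/well in Optimem with 2% FCS. The reporter's EGFP is disrupted by mis-splicing of beta-globin intron IVS2-654. Readout: summed well GFP fluorescence from 488 nm laser scanning; reference was 500 nM antisense […] 654 PNA.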
4-MU autofl: qHTS Assay for Spectroscopic Profiling in 4-MU Spectral Region; AID 589, 2007; compound autofluorescence, 340/450 nm, 4-MU equivalents; active compounds read high; 59,000 tested, 11% active; max dye-equivalent concentration, M; in the data active = max dye-equivalent concentration above about 10 nM; inconclusive = mostly about 1.1 nM to 9.6 nM
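Compounds in 100 mM Tris, pH 8.0, incubated 15 min at room temperature, then fluorescence read at 340 nm excitation/450 nm emission. Signal converted to 4-MU dye-equivalent concentration using an on-plate six-point 4-MU standard curve.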
15-hLO inh: qHTS Assay for Inhibitors of 15-hLO (15-human lipoxygenase); Polyunsaturated fatty acid lipoxygenase ALOX15 (Homo sapiens), P16050; purified 15hLO-1, xylenol orange hydroperoxide absorbance; Potency, µM (highest dose often 57.1 µM), without a hit: at the top dose activity change, negative = inhibition, hits mostly inhibitors; 74,000 tested, 1.4% active; AID 887, 2007; note: potency is the fitted concentration of half-maximal effect; % is set by controls: 0 for no effect and ±100 for the full control effect; nearly all actives have a fitted effect of over 55% in size
Target sequence (P16050 whole entry, looked up): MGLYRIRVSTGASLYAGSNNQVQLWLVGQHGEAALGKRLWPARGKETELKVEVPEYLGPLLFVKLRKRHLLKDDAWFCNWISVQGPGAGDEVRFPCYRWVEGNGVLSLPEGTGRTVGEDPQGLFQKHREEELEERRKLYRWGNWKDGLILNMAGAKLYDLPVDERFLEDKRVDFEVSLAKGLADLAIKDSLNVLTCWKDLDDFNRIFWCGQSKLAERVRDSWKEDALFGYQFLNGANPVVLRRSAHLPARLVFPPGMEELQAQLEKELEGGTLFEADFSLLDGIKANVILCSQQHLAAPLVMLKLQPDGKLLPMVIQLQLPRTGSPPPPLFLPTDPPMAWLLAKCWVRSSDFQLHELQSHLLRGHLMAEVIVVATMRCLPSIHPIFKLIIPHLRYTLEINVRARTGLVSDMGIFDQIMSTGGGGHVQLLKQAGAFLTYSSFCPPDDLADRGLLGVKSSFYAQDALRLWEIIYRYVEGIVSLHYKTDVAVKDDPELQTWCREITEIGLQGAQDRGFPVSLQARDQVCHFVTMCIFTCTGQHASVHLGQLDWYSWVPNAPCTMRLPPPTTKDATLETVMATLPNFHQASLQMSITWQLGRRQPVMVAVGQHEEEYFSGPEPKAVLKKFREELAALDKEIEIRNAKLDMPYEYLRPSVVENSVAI
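Purified human 15hLO-1 (40 nM) in 25 mM Hepes pH 7.5, 0.01% Triton X-100, preincubated 15 min RT with compound, then 50 uM arachidonic acid for 6 min. Hydroperoxide read by ferrous/xylenol orange, 30 min; 573/405 nm absorbance ratio gave progress.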
Fluorescein fluor: qHTS Assay for Spectroscopic Profiling in Fluorescein Spectral Region. Compound autofluorescence, 480/540 nm, fluorescein-equivalent; active compounds read high. max fluorescein-equivalent concentration, M. 59,000 tested, 0.91% active; in the data active = max fluorescein-equivalent concentration above about 10 nM; inconclusive = between about 1.1 nM and that limit
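In this qHTS profile, compound fluorescence was measured with a 480 nm/540 nm filter pair following a 15-min room-temperature incubation in 100 mM Tris (pH 8.0). A six-point fluorescein series on each plate served for normalization.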
Texas Red fluor: qHTS Assay for Spectroscopic Profiling in Texas Red Spectral Region. Compound fluorescence, Texas Red channel, 547/618 nm; active compounds read high. max dye-equivalent concentration, M. 59,000 tested, 0.06% active. AID 587, 2007; in the data active = max dye-equivalent concentration above about 10 nM; inconclusive = between about 1.1 nM and that limit
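Texas Red-region profiling: compounds in 100 mM Tris pH 8.0 were read at 547/618 nm after 15 min at room temperature. Intensities were normalized against a six-point Texas Red standard series to give dye-equivalent concentration.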
Ub-GFP proteasome: Ubiquitin-GFP Assay. Ubiquitin-GFP reporter cells, proteasome inhibition, GFP fluorescence; response scale: untreated = 0%, 10 µM MG-132 = 100%. Potency, µM (highest dose often 45.9 µM), for the others: at the top dose activation (GFP accumulation), most hits filed as activators. 67,000 tested, under 10 active. AID 526, 2006; active = well fitted activation curve with a large enough effect, not every such curve was filed as active; inconclusive = small, poorly fitted or top-dose-only effect, or another doubt; inactive = no such curve, though single readings can be large or run the other way; note: potency is the fitted concentration of half-maximal effect
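U2OS cells stably expressing ubiquitin(G76V)-GFP, seeded overnight in 0.5% FBS medium, were exposed to compounds (qHTS, 46 uM to 2.9 nM) for 4 hr at 37 °C. GFP-positive cells were counted by laser cytometry (488 ex/515 em), normalized between basal and 10 uM MG-132.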
Hsp90 Hop PPI: qHTS Assay for Disrupters of an Hsp90 Co-Chaperone Interaction; Hsp90 C-terminal peptide / TPR2A (Hop) interaction, human; AlphaScreen TPR2A-His6 binding biotin-Hsp90 C-terminal peptide; Potency, µM (top dose mostly 57 µM), without a hit: top-dose activity change, negative = inhibition; 71,000 tested, 0.44% active; AID 595, 2007; active = well fitted curve in either direction with a large enough effect; inconclusive = small, poorly fitted or top-dose-only effect, or another doubt; note: potency is the fitted concentration of half-maximal effect; % is set by controls: 0 for no effect and ±100 for the full control effect; many of its hits are not listed in these tables
HADH2 inh: qHTS Assay for Inhibitors of HADH2 (Hydroxyacyl-Coenzyme A Dehydrogenase, Type II). 3-hydroxyacyl-CoA dehydrogenase type-2 (Homo sapiens), Q99714. recombinant HADH2, NADH fluorescence, beta-hydroxybutyryl-CoA. Potency, µM (highest dose often 57.1 µM), inactives show at the top dose activity change, negative = inhibition, most hits filed as inhibitors. 73,000 tested, 3.4% active; note: potency is the fitted concentration of half-maximal effect; % is set by controls: 0 for no effect and ±100 for the full control effect; nearly all actives have a fitted effect of over 60% in size; many of its hits are not listed in these tables
Target sequence (Q99714 whole entry, looked up, one chain of several): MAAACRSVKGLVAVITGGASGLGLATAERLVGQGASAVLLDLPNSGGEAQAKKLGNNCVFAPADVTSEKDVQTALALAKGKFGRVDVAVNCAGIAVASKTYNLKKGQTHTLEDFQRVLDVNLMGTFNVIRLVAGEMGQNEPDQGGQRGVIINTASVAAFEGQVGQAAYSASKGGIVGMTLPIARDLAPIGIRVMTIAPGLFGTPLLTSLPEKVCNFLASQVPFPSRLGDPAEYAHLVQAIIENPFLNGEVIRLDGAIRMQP
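NADH fluorescence (ex 360/em 450 nm) read every 30 s for 4 min; activity taken as last-minus-first time point difference. Enzyme 20 nM, NAD+ 1 mM, beta-hydroxybutyryl-CoA 90 uM, pH 9.0 Tris buffer.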
Numbers without * were called inactive; i = inactive; ? = inconclusive; nt = no result given; [ ] = another dose, or the depositor's remark. Unless noted, calls come from the whole dose curve; as a rule, active = well fitted curve in the direction sought with a large enough effect; inconclusive = small, poorly fitted or top-dose-only effect, or another doubt; inactive = no such curve, though single readings can be large; an effect the other way counts as inactive or inconclusive. This is a subset; the hit share may differ from the screen's.

SMILES	GFP derepression	Pol III holo inh	Rhodamine fluor	HBB splicing	4-MU autofl	15-hLO inh	Fluorescein fluor	Texas Red fluor	Ub-GFP proteasome	Hsp90 Hop PPI	HADH2 inh
COCCNc1ncnc2ccc(-c3ccccc3CN(C)C)cc12	5%[9.22 µM]	-7%	i	-0.3%	i	-10%	?	i	9%	3%	3%
CC(C(=O)O)N1C(=O)c2cccc3cccc1c23 (stereo unspecified)	3%	-2%	i	2.8%	1.5e-08M*	-2%	?	i	-5%	-4%	-3%
Cc1cccc(C)c1Nc1nnc(SCC(=O)NCc2ccco2)s1	14%	-1%	i	1.5%	i	-2%	?	i	22%	-3%	-12%
CC[n+]1ccc(C)c2cc(S(=O)C(F)(F)F)ccc21 (stereo unspecified)	2%	-11%	i	0.0%	i	-3%	i	i	2%	-7%	?
COc1ccc(N(CC(=O)NC2CCCC2)C(=O)c2ccc(N3CCCCC3)nc2)cc1	-1%	-3%	i	-0.3%	1.5e-08M*	-17%	?	i	-4%	-13%	?
O=C(CN1CCOc2ccccc21)NCc1ccco1	-3%	1%	nt	0.0%	nt	3%	nt	nt	-3%	?	0%
COc1ccccc1CNC(=O)CCNC(=O)Cn1cnc2ccccc2c1=O	2%	-1%	i	-0.4%	i	9%	i	i	-2%	-6%	-4%
Cn1c(=O)n(C)c2cc(NC(=O)C(F)(F)F)ccc21	2%	-1%	i	nt	i	6%	i	i	0%	-2%	-10%
Cc1nnc(NC(=O)c2sc3ccccc3c2Cl)s1	-3%	-6%	i	-0.3%[57.5 µM]	i	8%	?	?	-2%	-1%	4%
CCCCc1ccc(NC(=O)N[C@H](C(=O)O)C(C)CC)cc1 (stereo partly specified)	0%	-1%	i	5.3%[1.84 µM]	i	6%	?	i	-2%	-4%	11%

Next part; it opens with the two that closed the last part.
SMILES	GFP derepression	Pol III holo inh	Rhodamine fluor	HBB splicing	4-MU autofl	15-hLO inh	Fluorescein fluor	Texas Red fluor	Ub-GFP proteasome	Hsp90 Hop PPI	HADH2 inh
Cc1nnc(NC(=O)c2sc3ccccc3c2Cl)s1	-3%	-6%	i	-0.3%[57.5 µM]	i	8%	?	?	-2%	-1%	4%
CCCCc1ccc(NC(=O)N[C@H](C(=O)O)C(C)CC)cc1 (stereo partly specified)	0%	-1%	i	5.3%[1.84 µM]	i	6%	?	i	-2%	-4%	11%
CCN(CC)S(=O)(=O)c1cccc(-c2nnc(SCC(=O)NCCC3=CCCCC3)n2N)c1	1%	?	i	0.0%[57.5 µM]	i	-11%	?	i	4%	0%	-1%
OC(Cc1ccccc1)(Cc1ccccc1)c1ccccc1	0%[9.22 µM]	-5%[11.4 µM]	i	2.8%[9.22 µM]	i	-7%[11.4 µM]	?	i	-1%[9.17 µM]	7%[11 µM]	-1%[11.4 µM]
N#C/C(=C\N1CCN(Cc2ccc3c(c2)OCO3)CC1)c1nc2ccccc2s1	-2%[20.6 µM]	nt	i	nt	i	nt	?	i	nt	nt	nt
CN1CCNC(=O)C1CC(=O)O (stereo unspecified)	1%	-3%	i	-0.8%	i	14%	i	i	4%	-1%	14%
CCCn1c2c(c(O)c(C(=O)Nc3ccc(OCC)cc3)c1=O)CCCC2	-1%	-3%	i	nt	7.9e-08M*	-16%	i	i	6%	2%	85%[activator]
Cc1ccccc1C(=O)N1CCN(c2nc(N3CCOCC3)nc(N3CCOCC3)n2)CC1	-1%	-2%	i	-1.5%	i	-10%	i	i	-5%	-1%	6%
CC(C)Oc1c(Cl)cc(CNC(C)(C)CO)cc1Cl	-2%	-17%	i	1.1%	i	4%	?	?	12%	-6%	7%
CC(=O)c1ccc(OCC(O)CN2CCC(C)CC2)cc1 (stereo unspecified)	nt	-9%	nt	-1.6%	nt	0%	nt	nt	17%	-5%[2.3 µM]	1%
Cc1oc(-c2ccccc2)cc1C(N)=O	0%	-5%	i	-0.7%	i	-7%	i	i	7%	-5%	10%
CCn1c(NCc2cccs2)nc2ccccc21	3%	-1%	i	-0.6%	i	2%	i	i	-4%	0%	-3%
Cc1cc(C)cc(NC(=O)Cn2ncn3c(cc4ccccc43)c2=O)c1	9%	1%	i	0.2%	i	-1%	?	?	-14%	-25%	-16%
CCn1c(-c2ccc(C(C)(C)C)cc2)n[nH]c1=S	0%	-5%	i	-0.3%[57.5 µM]	i	-22%	i	i	1%	1%	?
CCSc1nnc(NC(=O)CSc2nccn2-c2cccc(C)c2)s1	2%	-3%	i	-1.3%	i	-3%	i	i	0%	-15%	5%
O=C(C1CCN(c2nnc(-n3cccc3)s2)CC1)N1CCN(Cc2ccc3c(c2)OCO3)CC1	7%	2%	nt	0.1%	nt	4%	nt	nt	-12%	-2%	-3%
O=C(CCNc1cc(Cl)cc(Cl)c1)c1ccco1	-3%	0%	i	-1.1%	i	-15%	i	i	3%	4%	-5%
CN1CCN(c2ncc3nc(CCc4ccccc4)c(=O)n(Cc4ccc(F)cc4)c3n2)CC1	0%[9.22 µM]	4%	i	1.7%	?	5%	?	i	-3%	-4%	32%[activator]
c1cncc(-c2nc(NCc3ccco3)c3ccccc3n2)c1	0%	-13%	i	?	i	-9%	?	i	9%	-15%	-5%
COc1ccc2nc(C)cc(Nc3ccc(N4CCOCC4)cc3)c2c1	7%	-22%	i	2.3%[0.369 µM]	i	-7%	?	i	nt	-12%	13%
Cc1ccc(NC(=O)COC(=O)C2CC2C)c(S(=O)(=O)N2CCCCC2)c1 (stereo unspecified)	0%	-4%	i	-0.6%	1.3e-08M*	-15%	?	i	0%	0%	2%
C=C(Br)CN(C)CC(=C)Br	0%[9.22 µM]	-8%[11.4 µM]	i	1.7%[9.22 µM]	i	-2%[11.4 µM]	i	i	-4%[9.17 µM]	-3%[11 µM]	17%[11.4 µM]
O=C(NCCCN1CCN(Cc2ccccc2Cl)CC1)Nc1ccccc1	-5%	-6%	i	0.0%	i	-5%	i	i	-9%	-3%	14%
CN(C)Cc1ccc(O)c(CN(C)C)n1	0%[9.22 µM]	-5%[11.4 µM]	i	2.3%[9.22 µM]	i	10%[11.4 µM]	i	i	-6%[9.17 µM]	-3%[11 µM]	16%[11.4 µM]
O=C(CCc1ccc(S(=O)(=O)N2CCOCC2)cc1)Nc1cc(Cl)ccc1N1CCOCC1	0%	-3%	i	-3.7%	i	6%	i	i	-4%	-16%	9%
Cc1ccc2oc(-c3ccc(NC(=O)c4ccc5c(c4)OCO5)cc3)nc2c1	3%	4%	i	3.6%	3.3e-07M*	-4%	i	i	-2%	-1%	13µM*
C[C@H](NC(=O)NCCc1ccccc1)C(=O)O	-2%	1%	i	1.2%[0.369 µM]	i	3%	?	i	nt	-2%	7%
COCCOC(=O)C1=C(C)NC2=C(C(=O)CCC2)C1c1cc2c(cc1Br)OCO2 (stereo unspecified)	-2%	-6%	nt	0.1%	nt	7%	nt	nt	-8%	-1%	-9%

Records listed so far shown as hits in 4-MU autofl.
mol	GFP derepression	Pol III holo inh	Rhodamine fluor	4-MU autofl	15-hLO inh	Hsp90 Hop PPI	HADH2 inh
CC(C(=O)O)N1C(=O)c2cccc3cccc1c23 (stereo unspecified)	3%	-2%	i	1.5e-08M*	-2%	-4%	-3%
COc1ccc(N(CC(=O)NC2CCCC2)C(=O)c2ccc(N3CCCCC3)nc2)cc1	-1%	-3%	i	1.5e-08M*	-17%	-13%	?
CCCn1c2c(c(O)c(C(=O)Nc3ccc(OCC)cc3)c1=O)CCCC2	-1%	-3%	i	7.9e-08M*	-16%	2%	85%[activator]
Cc1ccc(NC(=O)COC(=O)C2CC2C)c(S(=O)(=O)N2CCCCC2)c1 (stereo unspecified)	0%	-4%	i	1.3e-08M*	-15%	0%	2%
Cc1ccc2oc(-c3ccc(NC(=O)c4ccc5c(c4)OCO5)cc3)nc2c1	3%	4%	i	3.3e-07M*	-4%	-1%	13µM*
